RGS4-Gao reg: modulates binding of RGS4 to human Galphao; Multiplexed bead flow cytometry; actives lie on both sides; binding response (% of control), % at 10 µM; P09471; 220,000 compounds, 0.33% hits; in the data active = binding response below about 49% or above about 150%; inactive = in between;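 note: fluorescent Galphao activated with aluminum fluoride binding bead-coupled RGS4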
Target sequence (P09471 whole entry, looked up): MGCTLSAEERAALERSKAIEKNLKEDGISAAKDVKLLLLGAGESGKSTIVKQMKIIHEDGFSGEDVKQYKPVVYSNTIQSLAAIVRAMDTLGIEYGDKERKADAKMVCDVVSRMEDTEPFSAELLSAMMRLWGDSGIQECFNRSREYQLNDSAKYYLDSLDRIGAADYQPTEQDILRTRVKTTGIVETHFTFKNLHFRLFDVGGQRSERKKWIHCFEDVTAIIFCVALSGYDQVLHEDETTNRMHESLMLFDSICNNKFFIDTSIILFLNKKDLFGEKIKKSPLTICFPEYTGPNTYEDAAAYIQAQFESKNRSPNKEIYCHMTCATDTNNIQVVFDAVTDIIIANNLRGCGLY
RGS8-Gao: modulates binding of RGS8 to human Galphao. P09471. multiplexed bead flow cytometry; actives lie on both sides. response (percent of control binding), % at 10 µM. 220,000 compounds, 0.34% hits. AID 1423; in the data active = response below about 60% or above about 140%; inactive = in between;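 note: Galphao activated as the GDP aluminium fluoride complex binding bead-coupled RGS8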
RGS7-Gao reg: modulates binding of RGS7 to human Galphao | P09471 | Multiplexed bead flow cytometry; actives lie on both sides | binding response (% of control), % at 10 µM | 220,000 compounds, 0.35% hits | AID 1439; in the data active = binding response below about 49% or above about 150%; inconclusive = no clear call, values can overlap the other calls; inactive = in between;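 note: fluorescent Galphao held in activated GDP-AlF4 state binding bead-coupled RGS7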
* hit, by the source's call; i = inactive; u = inconclusive; x = no result given. The list is partial; rates above refer to the full screens.

SMILES	RGS4-Gao reg	RGS8-Gao	RGS7-Gao reg
O=C(COc1ccccc1N1C(=O)C2C3C=CC(C3)C2C1=O)c1ccccc1 (stereo not drawn)	102	102	u
CNC(=O)NC(=O)Cn1cnc2sc(-c3ccccc3)cc2c1=O	100	100	u
COc1ccc(/C=N/Nc2nc(-c3cccnc3)nc3ccccc23)c(OC)c1	96	98	u
O=C(O)c1nn(CC(=O)N2CCN(S(=O)(=O)c3ccc(Cl)cc3)CC2)c(=O)c2ccccc12	99	100	u
N#Cc1c(N2CCOCC2)nsc1-c1ccccc1	88	94	u
O=C(NCc1ccccc1)N1CCC(CO)(Cc2cccc(F)c2)CC1	101	101	u
C/C(=N\OCC(=O)O)c1ccc(Cl)cc1	96	100	u
CC(C)OCCCN1C=C2C(=O)C(C)(OC(=O)CCc3ccccc3)C(=O)C=C2C=C1c1ccc(C#N)cc1 (stereo not drawn)	96	96	u
CCOc1ccc(/C=N/NC(=O)Cn2ccnc2C)cc1	100	99	u
NC(N)=N/N=C/c1ccc(Cl)cc1Cl	104	101	u
CCCn1c(=O)c(Br)cn(-c2ccccc2C)c1=O	102	100	u
Cc1cccc(C)c1NC(=S)NC(C)(C)CO	98	101	u
Nc1nc(NCc2ccco2)nc(Nc2ccc(F)cc2)c1[N+](=O)[O-]	101	99	u
NC(=O)c1ccc(N2CCN(c3ncc(C(F)(F)F)cc3Cl)CC2)cc1	96	98	u
COC(=O)c1ccccc1-c1ccc(/C=N/NC(N)=O)o1	105	103	u
CCN(c1ccccc1)S(=O)(=O)c1ccc(Cl)c(NC(=O)CN2C(=O)NC3(CCCC3)C2=O)c1	104	103	u
COc1cc(OC)c(OC)cc1CN1CCC(O)CC1	105	103	u
CSc1sc(C(=O)N(C)C)c2c1S(=O)(=O)N(C)c1ccccc1-2	109	103	u
CCc1ccc2nc(NC(=O)c3ccc(N4C(=O)CCC4=O)cc3)sc2c1	109	103	u
COc1ncnc2c1oc1nc(C)c3c(c12)CC(C)(C)OC3	102	98	u
CCOC(=O)C(=Cc1ccc(Br)cc1)C(=O)OCC	102	101	u
Cc1cn(-c2cc(C(=O)Nc3ccc(C)c(NC(=O)C(=O)c4c[nH]c5ccccc45)c3)cc(C(F)(F)F)c2)cn1	105	99	u
CCN/C=C(\C#N)S(=O)(=O)c1ccc(Br)cc1	94	98	i
Cc1cc(NC(=O)c2cc(-c3ccc(O)cc3)on2)no1	71	87	u
NC(=O)CC(NC(=O)Cc1ccc(Br)cc1)c1ccc(NCc2ccc(F)cc2)c([N+](=O)[O-])c1 (stereo not drawn)	102	103	u
Oc1ccccc1-c1nc2ccccc2nc1-c1ccccc1	92	97	u
Nn1cc(-c2ccccc2)nc1SCC(=O)Nc1ccc(S(N)(=O)=O)cc1	102	104	u
N#C/C(=C(/O)CN1CCCC1)c1nc(-c2ccccc2)cs1	93	99	u
Nc1nc(N)c(N=Nc2ccc(S(N)(=O)=O)cc2)c(=O)[nH]1	101	103	u
C[C@@H]1CC=C[C@H]2[C@H]1C(=O)N(Cc1ccccc1)[C@H]2c1ccc2ccccc2c1	98	95	u

Quoted at random: five entries already listed
SMILES	RGS4-Gao reg	RGS8-Gao	RGS7-Gao reg
CCN/C=C(\C#N)S(=O)(=O)c1ccc(Br)cc1	94	98	i
Cc1cn(-c2cc(C(=O)Nc3ccc(C)c(NC(=O)C(=O)c4c[nH]c5ccccc45)c3)cc(C(F)(F)F)c2)cn1	105	99	u
C[C@@H]1CC=C[C@H]2[C@H]1C(=O)N(Cc1ccccc1)[C@H]2c1ccc2ccccc2c1	98	95	u
CCN(c1ccccc1)S(=O)(=O)c1ccc(Cl)c(NC(=O)CN2C(=O)NC3(CCCC3)C2=O)c1	104	103	u
COc1ccc(/C=N/Nc2nc(-c3cccnc3)nc3ccccc23)c(OC)c1	96	98	u

Returning to the listing; the 2 compounds before the break are reprinted first.
SMILES	RGS4-Gao reg	RGS8-Gao	RGS7-Gao reg
Nc1nc(N)c(N=Nc2ccc(S(N)(=O)=O)cc2)c(=O)[nH]1	101	103	u
C[C@@H]1CC=C[C@H]2[C@H]1C(=O)N(Cc1ccccc1)[C@H]2c1ccc2ccccc2c1	98	95	u
Cc1nn(-c2ccccc2)cc1/C=N/NC(=O)c1cccs1	98	101	u
CN(C)c1ccc(NC(=S)N2CCN(c3ncc(C(F)(F)F)cc3Cl)CC2)cc1	94	96	u
Cc1cc(C(=O)NNc2ccc(C(C)C)cc2)n(C(C)(C)C)n1	90	95	u
CCCCC(C(=O)N/N=C/c1ccccn1)C(=O)N/N=C/c1ccccn1	75	86	u
COc1ccccc1Nc1c2c(nc3ccc(N)cc13)CCCC2	98	98	u
O=C(O)C(Cc1ccccc1)N1C(=O)/C(=C/C=C/c2ccco2)SC1=S (stereo not drawn)	96	92	u
O=c1cc(CO)[nH]cc1OCc1ccccc1	99	101	u
O=C(c1cc2ccccc2oc1=O)N(Cc1cccc(Br)c1)C1CCS(=O)(=O)C1 (stereo not drawn)	101	101	u
CCC(C)(C)C1CCc2c(sc(NC(=O)c3ccccc3C(=O)O)c2C#N)C1 (stereo not drawn)	94	98	u
CC(C)(C)c1ccc(N2C(=O)CC(C/C=C/c3ccccc3)C2=O)cc1 (stereo not drawn)	104	104	u
FC(F)(F)c1ccc(Cl)c(NC(=S)N/N=C/c2ccccc2Cl)c1	102	101	u
CC1CCCC(C)N1/N=C/c1ccc(C(=O)O)cc1 (stereo not drawn)	103	101	u
N#Cc1c(Nc2ccccc2C(F)(F)F)s[nH]c1=O	98	99	u
FC(F)(F)c1cccc(NC(=S)Nc2ccc(Cl)c(Cl)c2)c1	91	98	u
COC(=O)CCCC1=CC2=C(c3ccccc3)C(=O)C(C)(OC(=O)C3CCCC3)C(=O)C2=CN1Cc1ccc(OC)cc1 (stereo not drawn)	102	101	u
Cc1ccc2c(c1)N(C(C)C(=O)NCc1ccc3c(c1)OCO3)C(=O)CO2 (stereo not drawn)	94	100	u
COc1ccc2[nH]c(C(=O)N(C)c3ccc(F)cc3F)cc2c1	98	100	u
C=CCS/C(N)=N\N=C\c1cc(Br)cc([N+](=O)[O-])c1O	100	100	u
COc1ccc(C[C@H]2c3cc(O)c(OC)cc3CC[N+]2(C)[O-])cc1O (stereo partly drawn)	100	101	u
COc1ccc(CCNC(=S)NCCc2ccc(OC)c(OC)c2)cc1OC	102	100	u
Cc1ccc(S(=O)(=O)NCCOc2nc(N(C)C)nc(N(C)C)n2)cc1	108	102	u
COCCNc1nc(-c2ccccc2)nc2c1oc1ccccc12	96	99	u
Nc1c(Cl)c(Cl)nc(C(=O)N/N=C/c2cccnc2)c1Cl	101	99	u
COc1ccc(NC(=O)N[C@@H](CCSC)C(=O)O)cc1OC	101	100	u
C/C(=N\NC(=O)CNC(=O)c1ccc2c(c1)OCCO2)c1ccco1	101	101	u
S=C(NNC(=S)NC1CC2CCC1C2)NC1CC2C=CC1C2 (stereo not drawn)	97	98	u
Cc1c(Cl)cccc1Nc1ncccc1C(=O)OCC(O)CO (stereo not drawn)	98	100	u
O=C(NC1(C(F)(F)F)N=C2SCCN2C1=O)c1ccccc1F (stereo not drawn)	102	102	x
COC(=O)c1c(NC(=O)c2ccc(C)cc2)csc1C	104	103	u
NC(=O)[C@H]1CC2(CC(c3cccc(NC(=O)COc4ccc(Cl)cc4)c3)=NO2)CN1C(=O)CC(c1ccccc1)c1ccccc1 (stereo partly drawn)	98	106	u
COc1c(-c2ccc(O)cc2)oc2cc(O)cc(O)c2c1=O	108	102	u
COC(=O)Cc1[nH]n(-c2ccccc2)c(=O)c1C=Nc1ccc(C)cc1	102	102	u
COc1ccc(NC(=O)CSc2nc(O)cc(=O)[nH]2)c(OC)c1	96	99	u
COC(=O)c1cc(NS(=O)(=O)c2ccc(C(C)C)cc2)ccc1N1CCOCC1	100	103	u
O=C(O)c1cccc2c1C(=O)c1ccccc1-2	93	95	u
C[C@@H](CO)NC(=O)c1ccc2c3n(nc2c1)-c1ccc(Cl)cc1CO3	105	104	u
COc1cc(/C=C(\C#N)c2nc3ccccc3o2)ccc1O	87	95	u
CCCOc1ncnc2c1[nH]c1ccc(C)cc12	100	100	u
Fc1cc(NC(=S)NCc2ccc(CNC(=S)Nc3ccc(Cl)c(F)c3)cc2)ccc1Cl	100	102	u
NS(=O)(=O)c1ccc(NC(=O)COC(=O)c2cccc(S(=O)(=O)N3CCCC3)c2)cc1	103	105	u
NC1=NC2(CCCC2)N=C(Nc2ccccc2)N1	102	103	u
CCOC(=O)CC(=O)CSc1n[nH]c(=O)[nH]c1=O	104	103	u
CC(=O)c1ccc(NC(=S)N2CCC(Cc3ccccc3)CC2)cc1	99	103	u
COc1ccc(-n2c(=O)c3c4c(sc3n3c(=S)[nH]nc23)CCC4)cc1	102	99	u
O=C(CCn1c(=O)oc2ccccc21)Nc1ccc2c(c1)OCCO2	101	100	u
CCCCC1=CC2=C(c3ccco3)C(=O)C(C)(OC(=O)c3ccc(OC)cc3)C(=O)C2=CN1C1CC1 (stereo not drawn)	98	102	u
CN(C)C(=O)CNc1n[nH]c(=S)[nH]c1=O	104	105	u
COc1ccc(-c2c(NC(=O)c3ccco3)n(-c3ccc(C)cc3)nc(C)c2=O)cc1	129	115	u
CCc1c(O)nc(SCC(=O)Nc2nc3ccccc3s2)n(-c2ccc(C)cc2)c1=O	102	102	u
COc1cccc(C2C(=O)c3ccccc3C2=O)c1	101	103	u
COc1ccc(C2c3c(oc4ccc(Cl)cc4c3=O)C(=O)N2CCN2CCOCC2)cc1 (stereo not drawn)	91	96	x
CCCCCN1C=CC=C/C1=C\C=C(C#N)C#N	99	97	u
O=S(=O)(c1ccc(Cl)nc1)N1CCc2ccccc21	104	98	u
COC(=O)CCCC1=CC2=C(c3ccccc3)C(=O)C(C)(OC(=O)C3CCCC3)C(=O)C2=CN1CCCCO (stereo not drawn)	96	98	u
O=C(N/N=C/c1ccccc1OC(F)F)NC1CCCCC1	92	99	u
COc1ccc(C(O)P(=O)(OCCC(C)C)c2ccc(N(C)C)cc2)cc1OC (stereo not drawn)	111	99	u
NC(=O)Nc1n[nH]c(-c2ccccc2)n1	105	104	u
Cc1onc(-c2c(F)cccc2Cl)c1C(=O)NCCN1CCNC1=O	98	99	u
Cc1ccc(-n2c3nc(=O)n(C)c(=O)c-3cc3ccccc32)cc1	105	101	u
CC(C)(C)c1cc(C(=O)NC2CC2)n(Cc2ccc(F)cc2)n1	104	102	u

Shown with values under each structure: 6 of the compounds above.
Fields: RGS4-Gao reg	RGS8-Gao	RGS7-Gao reg
- CCc1ccc2nc(NC(=O)c3ccc(N4C(=O)CCC4=O)cc3)sc2c1
→ 109	103	u
- COc1ncnc2c1oc1nc(C)c3c(c12)CC(C)(C)OC3
→ 102	98	u
- CCOC(=O)C(=Cc1ccc(Br)cc1)C(=O)OCC
→ 102	101	u
- Cc1cn(-c2cc(C(=O)Nc3ccc(C)c(NC(=O)C(=O)c4c[nH]c5ccccc45)c3)cc(C(F)(F)F)c2)cn1
→ 105	99	u
- CCN/C=C(\C#N)S(=O)(=O)c1ccc(Br)cc1
→ 94	98	i
- Cc1cc(NC(=O)c2cc(-c3ccc(O)cc3)on2)no1
→ 71	87	u

Following part.
SMILES	RGS4-Gao reg	RGS8-Gao	RGS7-Gao reg
N#Cc1c(-c2ccco2)cc(-c2ccccc2)[nH]c1=O	97	95	u
Brc1ccc2c(c1)[C@H]1OCC[C@H]1[C@@H](c1cccs1)N2	104	99	u
CCc1cc2c(=O)c(-c3nc4ccccc4n3C)c(C)oc2c(CN2CCCCC2)c1O	101	101	u
COc1cc(CN2CCC(CO)(Cc3cccc(C(F)(F)F)c3)CC2)ccc1F	88	93	u
COC(=O)c1ccc(COc2ccccc2/C=N/O)o1	97	101	u
CC(C)Sc1nnc([C@H](Cc2ccccc2)NC(=O)OC(C)(C)C)o1	102	102	u
CC(C)(C)N/C=C(\C#N)S(=O)(=O)c1ccc(Br)cc1	100	101	u
CCN(CC)CCC(c1ccc2c(c1)OCO2)c1c(O)cc(OC)cc1OC (stereo not drawn)	100	103	u
CCCCn1nnc(NC(=O)c2ccc([N+](=O)[O-])cc2Cl)n1	100	101	u
CCCCNC(=O)C(c1ccc(OCC(=O)OC)c(C(=O)OC)c1)N(CCc1ccccc1)C(=O)CCCCCN1C(=O)NC(c2ccc(-c3ccccc3)cc2)C(C(=O)OCc2ccccc2)=C1C (stereo not drawn)	96	100	u
S=C(NCCCN1CCOCC1)N1CCOCC1	98	96	u
C#CCOc1ccccc1C(N)=O	93	97	u
CC(CC(=O)O)CC(=O)Nc1ccc(Br)cc1 (stereo not drawn)	99	98	u
Cc1ccc(O)c(C(=O)c2cnn(C(=O)COc3ccccc3C#N)c2)c1	109	108	u
Cc1cc(C)c2nc(/N=C(\N)NC(=O)c3ccccc3)nc(C)c2c1	102	101	u
O=C(Nc1cnn(Cc2ccc(Cl)cc2)c1)c1cccs1	100	98	u
C=CCNC(=S)NCC=C	105	99	u
CCOC(=O)c1ccc(-c2ccc(/C=N/NC(=O)Cc3nnc(N)s3)o2)cc1	96	100	u

Three entries from above, arranged by the number in RGS4-Gao reg, lowest first:
molecule,RGS4-Gao reg
CCOC(=O)c1ccc(-c2ccc(/C=N/NC(=O)Cc3nnc(N)s3)o2)cc1,96
O=C(NC1(C(F)(F)F)N=C2SCCN2C1=O)c1ccccc1F (stereo not drawn),102
NS(=O)(=O)c1ccc(NC(=O)COC(=O)c2cccc(S(=O)(=O)N3CCCC3)c2)cc1,103
